# High-throughput results: PubChem BioAssay, NMMLSC
# GSH fluor: GSH bead compound fluorescence profile; GSH beads flow cytometry, compound fluorescence 488/530 nm; hits give high values; fluorescence (KMESF) at 10 µM; 190,000 tested, 0.25% active; AID 1776; in the data active means fluorescence above about 89;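 further: glutathione beads carrying GST-tagged Bcl family fusion proteins plus one bare bead set; values are compound well signal with DMSO vehicle wells as background; inactives centre near 16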
# ABCG2 inh: human ABCG2 inhibition, ABCB1 as counter-screen; Q9UNQ0; IgMXP3 cells, JC-1 efflux, flow cytometry; inhibition, % at 6.6 µM; 190,000 tested, 0.1% active; AID 1325;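 active means inhibition above 80%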;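 further: 0% = DMSO and 100% = nicardipine control wells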
#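 Incubation: cells with compound and JC-1, 10 min at 25 °C, rotating, no wash / Test system: IgMXP3 (ABCG2) plus far-red-tagged CCRF-Adr (ABCB1) cells / Compound dosing: one concentration, 6.6 µM final / Also added: JC-1 fluorescent substrate / Evaluation: efflux inhibition in percent versus controls / Detection: flow cytometry, 530 nm JC-1 signal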
# Bcl-XL Bim block: inhibitors of Bim-Bcl-XL interaction, human; Bim peptide-Bcl-XL binding, bead flow cytometry, fluorescence; inhibition, % at 10 µM; 190,000 tested, 0.04% active; AID 1007
# Target sequence (Q07817 whole entry, looked up): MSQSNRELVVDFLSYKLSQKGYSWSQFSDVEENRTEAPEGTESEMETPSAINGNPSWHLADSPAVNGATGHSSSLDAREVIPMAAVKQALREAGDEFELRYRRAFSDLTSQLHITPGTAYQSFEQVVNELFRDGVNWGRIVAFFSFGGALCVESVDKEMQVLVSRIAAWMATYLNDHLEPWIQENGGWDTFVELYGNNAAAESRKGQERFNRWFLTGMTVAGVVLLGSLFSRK
# RGS7-Gao reg: human RGS7-Galphao interaction regulation. P09471. Multiplexed bead flow cytometry, RGS7-Galphao binding; actives lie on both sides. binding response (% of control), % at 10 µM. 220,000 tested, 0.35% active; in the data active means binding response below about 49% or above about 150%; inconclusive means no clear call, values can overlap the other calls; inactive means in between;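 further: fluorescent Galphao held in activated GDP-AlF4 state binding bead-coupled RGS7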
# Bim-Bfl-1: inhibitors of Bim-Bfl-1 interaction, human; Q16548; Bead-based flow cytometry, Bim-Bfl-1 binding inhibition; inhibition, % at 10 µM; 190,000 tested, 0.12% active;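 further: 0% = wells without compound plus tracer and 100% = blocker peptide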
# ABCB1 inh: inhibitors of human ABCB1 transporter, ABCG2 counter-screen; CCRF-Adr cells, JC-1 efflux, flow cytometry; inhibition, % at 6.6 µM; 190,000 tested, 0.067% active; AID 1326; in the data active means inhibition above about 40%;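 further: 0% = vehicle and 100% = reference inhibitor; higher value means more JC-1 retained so stronger ABCB1 efflux block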
# Bcl-W Bim block: disrupts Bim peptide binding to human Bcl-W | bead-based flow cytometry | Q92843 | inhibition, % at 10 µM | 190,000 tested, 0.02% active | AID 952;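 further: 0% = bound tracer without compound and 100% = peptide blocker; higher means less fluorescent Bim peptide bound to Bcl-W beads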
# Target sequence (Q92843 whole entry, looked up): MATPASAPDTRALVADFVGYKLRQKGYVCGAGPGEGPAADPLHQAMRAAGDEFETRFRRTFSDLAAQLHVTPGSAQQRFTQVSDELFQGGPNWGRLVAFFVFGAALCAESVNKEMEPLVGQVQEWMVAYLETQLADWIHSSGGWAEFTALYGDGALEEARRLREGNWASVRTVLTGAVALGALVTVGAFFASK
# Bcl-B Bim block: disrupts Bim peptide binding to human Bcl-B. AID 951. inhibition, % at 10 µM. bead-based flow cytometry. 190,000 tested, 0.073% active;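 further: 0% = tracer peptide without compound and 100% = reference inhibitor peptide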
# Target sequence (Q9HD36 whole entry, looked up): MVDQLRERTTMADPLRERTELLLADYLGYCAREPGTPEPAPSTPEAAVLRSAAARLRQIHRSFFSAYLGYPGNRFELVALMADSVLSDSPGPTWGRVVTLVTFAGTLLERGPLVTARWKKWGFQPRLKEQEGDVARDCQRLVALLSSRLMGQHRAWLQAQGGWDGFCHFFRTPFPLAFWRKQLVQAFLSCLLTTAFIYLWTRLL
# Avidin bead fluor: avidin bead compound fluorescence profile | Avidin beads, compound fluorescence 488/530 nm, flow cytometry; hits give high values | fluorescence (KMESF) at 10 µM | 220,000 tested, 0.38% active; in the data active means fluorescence above about 47; further: inactives centre near 10
# RGS4-Gao reg: modulates binding of RGS4 to human Galphao; Multiplexed bead flow cytometry; actives lie on both sides; 220,000 tested, 0.33% active; binding response (% of control), % at 10 µM; in the data active means binding response below about 49% or above about 150%; inactive means in between;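 further: fluorescent Galphao activated with aluminum fluoride binding bead-coupled RGS4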
# Bcl-2 Bim block: human Bim-Bcl-2 interaction inhibition. P10415. Bead-based flow cytometry, Bim peptide-Bcl-2 binding. inhibition, % at 10 µM. 190,000 tested, 0.06% active; in the data active means inhibition above about 40%; inconclusive means no clear call, values can overlap the other calls;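 further: 0% = no compound wells with probe peptide and 100% = reference peptide inhibitor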
# Target sequence (P10415 whole entry, looked up): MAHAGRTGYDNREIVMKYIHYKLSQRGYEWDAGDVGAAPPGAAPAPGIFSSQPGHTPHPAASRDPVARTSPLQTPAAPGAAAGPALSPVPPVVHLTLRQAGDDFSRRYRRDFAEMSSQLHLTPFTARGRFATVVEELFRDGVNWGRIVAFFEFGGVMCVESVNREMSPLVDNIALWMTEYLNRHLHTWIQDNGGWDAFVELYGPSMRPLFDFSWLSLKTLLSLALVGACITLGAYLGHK
# * = called active by the depositor; u = inconclusive; x = no result given. Unless noted, no stated cut-off is given here; in the data, active means inhibition above about 40%. Rows were taken by chance (roughly 1.3% active in at least one column).
nr	canonical_smiles	GSH fluor	ABCG2 inh	Bcl-XL Bim block	RGS7-Gao reg	Bim-Bfl-1	ABCB1 inh
1	CN(Cc1ccccc1)C(=O)c1nc2ccccn2c1CN1CCCC1c1nccs1 (stereo not given)	9	-1	0	97	-5	1.0
2	CCNC(=O)CN1C(=O)NC2(CCCCCC2)C1=O	37	32	-9	98	-15	-0.3
3	CC(C)CN1C(=O)C(=O)N(CC(=O)NC2CCCc3ccccc32)C1=O (stereo not given)	17	1	-1	102	-6	0.6
4	CCOc1cc(C2C(C(=O)N3CCOCC3)=C(C)NC3=C2C(=O)CCC3)ccc1O (stereo not given)	11	-1	-7	95	-9	-0.2
5	COC(=O)c1sccc1-n1cccc1C(=O)N1CCOCC1	25	0	0	96	-13	0.2
6	Cc1ccn(C(=O)c2cc3c(C)nn(-c4ccccc4)c3s2)n1	8	5	0	98	-2	0.8
7	O=C(COc1cccnc1[N+](=O)[O-])Nc1ccc(N2CCOCC2)cc1	14	5	3	96	-4	0.7
8	Cc1cccc(N2CCN(C(=O)C(NS(=O)(=O)c3cccs3)c3ccccc3)CC2)c1C (stereo not given)	11	5	-2	98	-1	3.2
9	Cc1ccccc1S(=O)(=O)Cc1ccc(C(=O)NCCN2CCN(Cc3ccccc3)CC2)o1	4	0	-4	105	-3	-0.3
10	Nc1cccc(C(=O)O)c1	21	0	-4	99	-1	0.3
11	CCOC(=O)c1[nH]c(C)c(C(=O)N2CCOCC2)c1C	11	1	-6	98	-4	0.2
12	CC(Nc1n[nH]c(=O)[nH]c1=O)C(=O)N/N=C/c1cccs1 (stereo not given)	15	2	-2	97	-6	0.6

nr	Bcl-W Bim block	Bcl-B Bim block	Avidin bead fluor	RGS4-Gao reg	Bcl-2 Bim block
1	-1	-3	4	103	-2
2	2	-8	12	99	-7
3	1	-3	26	106	-2
4	1	-6	9	101	-3
5	-1	-9	5	97	-5
6	-2	-1	36	97	-3
7	2	-1	9	100	2
8	0	0	19	104	1
9	-6	-6	5	106	-1
10	0	0	11	100	0
11	-2	-10	7	102	-7
12	-2	0	8	102	-2

# Quoted at random: six compounds from above, in no set order.
nr	canonical_smiles	GSH fluor	ABCG2 inh	Bcl-XL Bim block	RGS7-Gao reg	Bim-Bfl-1	ABCB1 inh
12	CC(Nc1n[nH]c(=O)[nH]c1=O)C(=O)N/N=C/c1cccs1 (stereo not given)	15	2	-2	97	-6	0.6
9	Cc1ccccc1S(=O)(=O)Cc1ccc(C(=O)NCCN2CCN(Cc3ccccc3)CC2)o1	4	0	-4	105	-3	-0.3
3	CC(C)CN1C(=O)C(=O)N(CC(=O)NC2CCCc3ccccc32)C1=O (stereo not given)	17	1	-1	102	-6	0.6
7	O=C(COc1cccnc1[N+](=O)[O-])Nc1ccc(N2CCOCC2)cc1	14	5	3	96	-4	0.7
6	Cc1ccn(C(=O)c2cc3c(C)nn(-c4ccccc4)c3s2)n1	8	5	0	98	-2	0.8
1	CN(Cc1ccccc1)C(=O)c1nc2ccccn2c1CN1CCCC1c1nccs1 (stereo not given)	9	-1	0	97	-5	1.0

nr	Bcl-W Bim block	Bcl-B Bim block	Avidin bead fluor	RGS4-Gao reg	Bcl-2 Bim block
12	-2	0	8	102	-2
9	-6	-6	5	106	-1
3	1	-3	26	106	-2
7	2	-1	9	100	2
6	-2	-1	36	97	-3
1	-1	-3	4	103	-2

# Returning to the listing, repeating the 2 entries before the break.
nr	canonical_smiles	GSH fluor	ABCG2 inh	Bcl-XL Bim block	RGS7-Gao reg	Bim-Bfl-1	ABCB1 inh
11	CCOC(=O)c1[nH]c(C)c(C(=O)N2CCOCC2)c1C	11	1	-6	98	-4	0.2
12	CC(Nc1n[nH]c(=O)[nH]c1=O)C(=O)N/N=C/c1cccs1 (stereo not given)	15	2	-2	97	-6	0.6
13	COc1ccccc1C(=O)C1CCCN(Cc2cccc3nccnc23)C1 (stereo not given)	14	3	-4	108	-8	0.6
14	COc1ccc(CCNC(=O)c2cnn(-c3ccc(C)c(C)c3)c2NC(=O)c2ccco2)cc1OC	45	20	-3	x	-9	0.4
15	CN1C2C=C3C(C#N)=C(N)C(C#N)(C#N)C(c4ccc(Br)cc4)C3C1CC2 (stereo not given)	20	0	2	104	0	0.3
16	CC(c1ccccc1)N1CCn2c(nc3cc(NS(C)(=O)=O)ccc32)C1 (stereo not given)	12	1	-3	93	-3	0.0
17	NC(=O)c1ccccc1N/C=C/C(=O)c1ccc(Cl)cc1	50	0	-6	100	-10	-0.1
18	O=C1CC(N2CCC(c3nc4ccccc4o3)CC2)C(=O)N1c1ccc(F)cc1 (stereo not given)	19	-6	1	u	-2	-1.1
19	O=C(Nc1cccnc1N1CCOCC1)c1ccco1	34	7	-6	102	-12	1.6
20	COC(=O)c1sc(=S)n(-c2cc(F)ccc2F)c1N	11	0	-8	120	0	-0.1
21	CCCC(C)NC(=O)C1CCN(S(=O)(=O)c2ccccc2)CC1 (stereo not given)	30	0	3	106	-11	0.0
22	COc1ccc(CC(=O)NNc2ncnc3c2cnn3C)cc1	34	7	x	106	x	3.8
23	Cc1ccc2cc(CN(CCCO)S(=O)(=O)c3cccc4nsnc34)c(=O)[nH]c2c1C	30	3	0	99	-1	0.6
24	CCn1c(C)nc2cc(C(=O)NNC(=O)Nc3cccc(Cl)c3)ccc21	8	4	-2	102	-3	2.0

nr	Bcl-W Bim block	Bcl-B Bim block	Avidin bead fluor	RGS4-Gao reg	Bcl-2 Bim block
11	-2	-10	7	102	-7
12	-2	0	8	102	-2
13	-3	-4	11	106	-1
14	2	-10	x	x	-7
15	-3	-3	6	105	22
16	2	-3	10	94	0
17	4	-5	6	102	-4
18	0	0	9	101	2
19	-3	-9	11	105	-9
20	-2	-26	6	99	-9
21	0	-7	7	103	-9
22	x	x	10	106	u
23	-1	1	11	99	-1
24	-2	-1	8	102	-2

# Later entries
nr	canonical_smiles	GSH fluor	ABCG2 inh	Bcl-XL Bim block	RGS7-Gao reg	Bim-Bfl-1	ABCB1 inh
25	CCN1CCN(C(=O)CSc2cc(=O)n(C)c3ccccc23)CC1	19	0	-2	103	0	0.0
26	COc1ccc(CCNC(=O)CN(c2ccccc2)S(C)(=O)=O)cc1OC	18	1	-2	101	0	0.3
27	Cc1cccc(N2CCN(C(=O)/C=C/c3cccs3)CC2C)c1 (stereo not given)	12	4	-4	104	-7	0.8
28	COc1ccc(Cl)cc1NC(=O)CSc1nnc(Cc2cccn2C)n1-c1ccc(F)cc1	14	15	-8	95	-8	2.6
29	CCCC(=O)Nc1ccc(Cl)c(NC(=O)c2ccc(Br)o2)c1	27	7	-1	97	-18	0.8
30	Cc1nc2ccc(NC(=O)c3cc(S(=O)(=O)N4CCOCC4)ccc3C)cc2s1	36	11	-9	101	-14	0.8
31	CSc1ncccc1C(=O)OCc1ccc(COC(=O)c2cccnc2SC)cc1	4	0	-2	99	-11	0.1
32	Cc1nc2c(N=Nc3ccccc3F)c(N)nn2c(N)c1C#N	14	0	0	97	5	-0.3
33	O=C(O)c1cc(-c2ccco2)nn1-c1cccc(Cl)c1	11	0	-1	91	-6	-0.3
34	CC1CN(C(=O)C2(C)CC2(Cl)Cl)CC(C)O1 (stereo not given)	11	2	-7	96	-4	0.3
35	CCOC(=O)c1[nH]c2ccc(OC)cc2c1NC(=O)c1ccc(OC)c(OC)c1	23	0	-2	97	2	0.7
36	Cc1ccc(CNC(=O)C2CCCN(c3nc4ccccc4o3)C2)cc1 (stereo not given)	14	8	-6	95	-2	-0.2

nr	Bcl-W Bim block	Bcl-B Bim block	Avidin bead fluor	RGS4-Gao reg	Bcl-2 Bim block
25	-2	-1	8	104	-5
26	-3	0	39	102	-3
27	-3	-2	23	106	-2
28	-4	-9	25	98	-8
29	-2	-12	14	100	-11
30	-1	-10	11	102	-8
31	0	-6	7	99	-1
32	-4	6	10	102	-2
33	0	-3	7	101	0
34	-6	-8	6	97	-3
35	0	0	5	102	2
36	-5	-4	3	85	-2

# More compounds follow:
nr	canonical_smiles	GSH fluor	ABCG2 inh	Bcl-XL Bim block	RGS7-Gao reg	Bim-Bfl-1	ABCB1 inh
37	CCN(CC)C(=O)C1CCCN(Cc2ccccc2C(F)(F)F)C1 (stereo not given)	37	1	-3	105	-12	0.5
38	O=C1CN(CC(=O)Nc2ccc(Cl)cc2)CCN1	9	6	-1	104	-2	1.1
39	CCCC(=O)NC(C)c1nc2ccccc2n1CC (stereo not given)	20	-2	-8	99	-14	-1.3
40	Cc1cc(C)n2nc(C(=O)Nc3cccnc3)nc2n1	34	3	-10	106	-10	0.2
41	COc1ccc(N2CCN(c3oc(COc4ccccc4Cl)nc3C#N)CC2)cc1	27	20	0	101	0	0.4
42	Cc1ccc(-c2cc(C(=O)NCc3cn(C)nc3C)c3cc(Br)ccc3n2)cc1	12	2	-14	108	-2	-5.1
43	CCc1ccc2[nH]c(=O)c(C(c3nnnn3CC3CCCO3)N3CCCc4ccccc43)cc2c1 (stereo not given)	33	0	0	92	0	2.7
44	CCN(C(=O)COC(=O)CNC(=O)c1ccc(C)c(C)c1)C1CCS(=O)(=O)C1 (stereo not given)	4	13	-3	104	0	0.6
45	Cc1ccc(OCCN2C(=O)S/C(=C\c3ccc(C)o3)C2=O)cc1	24	0	-13	101	0	-0.2
46	COc1ccc(OC)c(NC(=O)c2ccc(-n3cccn3)nc2)c1	14	6	3	101	-3	0.4
47	COc1ccc(OC)c(C2CC(=O)Nc3cc(OC)c(OC)c(OC)c32)c1 (stereo not given)	8	1	-3	97	-6	0.4
48	Cn1nc(C(F)(F)F)c2cc(C(=O)N3CCOCC3)sc21	14	0	-2	100	-5	0.1
49	COc1ccc(CNc2nc(-c3ccccc3)nn2C(=O)c2cccs2)cc1	35	23	-6	103	-16	-0.2
50	COc1ccc(CNn2c(C)nc3ccccc3c2=O)cc1	30	20	-3	95	-1	0.4
51	COc1ccc(OCCC(=O)NCCN2CCOCC2)cc1	9	-5	-2	100	3	0.2

nr	Bcl-W Bim block	Bcl-B Bim block	Avidin bead fluor	RGS4-Gao reg	Bcl-2 Bim block
37	0	-9	21	100	-9
38	-2	-1	14	108	-1
39	0	-8	8	100	-11
40	-2	-8	12	104	-13
41	-2	-2	9	103	4
42	-5	-17	39	112	-24
43	-2	-2	16	94	-3
44	0	-8	15	105	1
45	-6	-18	3	102	-15
46	2	-4	22	104	-2
47	1	-5	11	90	-11
48	0	0	7	100	-1
49	-1	-13	17	105	-12
50	-6	-5	12	97	-4
51	1	5	10	103	1
